# High-throughput results from PubChem.
# RSV CPE inhibition – inhibition of RSV-induced cytopathic effect – HEp-2 cells, primary 10 µM value included (AID 2391); HEp-2 cells, RSV-induced CPE inhibition; higher % means a stronger effect; one-dose CPE inhibition, % at 10 µM; IC50 in µM for titrated hits; hit rate 0.13% among 310,000; in the data active = a potency from the dose series; inconclusive = CPE inhibition mostly from about 23% at the one dose, without a potency; inactive = the rest, 99 in 100 with CPE inhibition below about 21%; note: strong numbers were not always called active
# Autophagy HCS – modulators of autophagy; MEF GFP-LC3 puncta imaging; test concentration mostly 10 µM; calls only at 10 µM (by protocol); hit rate 0.98% among 190,000; AID 463193;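 active = percentage of spot-positive cells more than 3 SD above its plate mean, without a fluorescence outlier flag or 80% toxicity; inconclusive = no clear call, values can overlap the other calls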;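 note: spot-positive cell cutoff set from DMSO-treated cells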
# LYP inhibition – PTPN22 lymphoid phosphatase activity blockers – biochemical, fluorescence intensity, uHTS (AID 1779); recombinant LYP phosphatase, fluorescence intensity; higher % means a stronger effect; hit rate 0.054% among 290,000; one-dose inhibition, % at 11.5 µM; IC50 in µM for titrated hits; in the data active = inhibition above about 50%;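 note: plate controls were vehicle with enzyme for no effect and no enzyme for full effect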
# WT yeast gro inh – growth inhibition of WT yeast, mitochondrial fusion screen; mitochondrial fusion phenotypic screen, WT strain; inhibition, % at 10 µM; hit rate 2.1% among 190,000; in the data active = inhibition above about 58%; tested in S. cerevisiae
# AID2073 – inhibitors of Mint1-CaV2.2 protein interaction, biochemical, HTRF (AID 2073); inhibition, % at 20 µM; hits with a dose series show IC50 in µM; HTRF protein-protein interaction, Mint1-CaV2.2; higher % means a stronger effect; hit rate 0.19% among 290,000; in the data active = inhibition mostly above about 51%, no sharp cut-off; inconclusive = no clear call, values can overlap the other calls; inactive = mostly below about 53%; note: some results filed as inactive read as strong as hits
# GPR35 arrestin U2OS – GPR35 antagonists blocking zaprinast-driven arrestin recruitment, primary screen, imaging, U2OS, beta-arrestin-GFP, zaprinast agonist (AID 2058); inhibition, % at 10 µM, or IC50 in µM where a hit was titrated; hit rate 0.052% among 290,000; U2OS GPR35 beta-arrestin-GFP translocation imaging, zaprinast antagonism; higher % means a stronger effect;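 active = inhibition of at least 50% with at least 30 cells and total cytoplasm GFP at most 10,000,000; inconclusive = under 30 cells or total GFP of 10,000,000 plus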
# NTR1 ag – NTR1-driven beta-arrestin-GFP spot formation – imaging, U2OS cells, high content, primary screen (AID 493036). P30989. agonist mode. activation, % at 20 µM. hit rate 0.17% among 330,000;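 active = activation at or above 40% of the spot to cytoplasm intensity ratio, with at least 20 cells analyzed; inconclusive = wells under 20 cells, flagged as cytotoxic or low count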;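 note: 0% = DMSO without peptide and 100% = 100 nM NTR1 peptide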
# Target sequence (P30989 whole entry, looked up): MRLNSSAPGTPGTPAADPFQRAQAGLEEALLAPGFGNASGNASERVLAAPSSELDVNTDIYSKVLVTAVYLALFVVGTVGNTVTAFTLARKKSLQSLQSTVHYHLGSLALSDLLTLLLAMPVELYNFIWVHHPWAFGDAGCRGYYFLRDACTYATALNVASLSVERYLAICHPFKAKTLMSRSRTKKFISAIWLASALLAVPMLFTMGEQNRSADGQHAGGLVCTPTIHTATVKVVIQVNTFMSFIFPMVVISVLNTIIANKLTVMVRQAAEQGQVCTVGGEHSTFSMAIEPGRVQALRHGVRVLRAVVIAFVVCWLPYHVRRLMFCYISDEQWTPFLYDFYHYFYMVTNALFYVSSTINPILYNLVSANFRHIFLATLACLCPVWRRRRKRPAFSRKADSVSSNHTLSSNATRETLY
# UTI89 phage lysis – protection from phage-mediated lysis, alamar blue read-out – E. coli UTI89, K1F phage, bacterial capsule biogenesis inhibitors (AID 488966); E. coli UTI89 K1F phage lysis, alamar blue, 2 h; higher % means a stronger effect; inhibition, % at 100 µM, or IC50 in µM where a hit was titrated; hit rate 0.02% among 340,000;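 active = phage lysis inhibition, versus mean bacterial control, above a set limit; inconclusive = no clear call, values can overlap the other calls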;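 note: capsule biogenesis inhibitors block K1F phage lysis so surviving cells raise fluorescence; higher fluorescence means more inhibition of phage lysis; actives were called in the ten point dose series up to 300 µM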
# NS5 inhibitors – Dengue-2 NS5 methyltransferase inhibitors, primary screen, biochemical, confirmation dose response (AID 588689) | Dengue-2 NS5 methyltransferase capping enzyme assay, biochemical; higher % means a stronger effect | one-dose inhibition, % at 25 µM; IC50 in µM for titrated hits | hit rate 0.3% among 340,000; in the data active = a potency from the dose series; inconclusive = inhibition above about 29% without an active follow-up result
# WT yeast gro inh mutant strain – second read-out of WT yeast gro inh, no call of its own (marks repeat the call); inhibition, %; mitochondrial fusion phenotypic screen, mutant strain inhibition
# Autophagy HCS cell loss 18 h – further read-out of Autophagy HCS, marked with its call; toxicity, %; measured here: cell loss, nuclei count;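 cell loss after 18 h compound exposure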
# NTR1 ag cell count 20 µM – further read-out of NTR1 ag, marked with its call; cell count; measured here: cell count, cytotoxicity flag
# NS5 inhibitors pilot replicate – further read-out of NS5 inhibitors, marked with its call; inhibition, %; measured here: pilot screen replicate inhibition
# Starred values were filed as active, the others as inactive; i = inactive; ? = inconclusive; . = not tested or not shown; [ ] = dose if it differs, or a comment.
SMILES,RSV CPE inhibition,Autophagy HCS,Autophagy HCS cell loss 18 h,LYP inhibition,WT yeast gro inh,WT yeast gro inh mutant strain,AID2073,GPR35 arrestin U2OS,NTR1 ag,NTR1 ag cell count 20 µM,UTI89 phage lysis,NS5 inhibitors,others
CC(C)=Cc1oc2ccc([N+](=O)[O-])cc2c1N1CCOCC1,0.4%,i,2,2%,-13,-12,5%,30%,3.7,50,0.5%,-5%,
c1ccc(-c2[nH]ncc2CN2CCN(Cc3ccc4c(c3)OCO4)CC2)cc1,.,.,.,-7%,.,.,4%,3%,-0.5,51,-1.0%,0%,
CCOc1ccccc1NC(=O)Cn1c(=O)n(CCC(=O)NC2CCCC2)c(=O)c2ccccc21,5.4%,i,-3,-6%,6,14,-2%,3%,0.5,53,0.8%,-9%,
Cc1[nH]c2ccccc2c1/C=N/n1cnnc1,2.6%,i,-11,-8%,-3,-2,8%,6%,-1.3,65,0.2%,-8%,
CCN(Cc1ccccc1)C(=O)c1cccc(S(=O)(=O)N2CCN(c3ccccc3)CC2)c1,4.3%,.,.,.,.,.,.,.,1.5,45,-0.3%[50 µM],-1%,
COC(=O)c1[nH]c(C)c(/C(O)=C2\C(=O)C(=O)N(CCN3CCOCC3)C2c2cccnc2)c1C (stereo not given),4.2%,i,-4,4%,-10,-5,4%,8%,-0.4,61,i,2%,
Cc1ccc(Cl)cc1NC(=O)c1cnn2c1NC(c1ccco1)CC2C(F)(F)F (stereo not given),8.1%,i,3,-10%,56,31,1%,12%,7.1,52,0.4%,-18%,
COc1cc(/C=N/NS(=O)(=O)c2ccc3ccccc3c2)ccc1OCCN1CCOCC1,2.8%,i,-48,-8%,-2,-18,-4%,-15%,2.7,71,-0.2%,2%,
CC(C)(C)C1(O)CC(C(F)(F)F)=NN1C(=O)Cc1ccc([N+](=O)[O-])cc1 (stereo not given),21%,i,3,-7%,12,10,-9%,-18%,0.5,50,-0.6%,.,
CCOC(=O)c1nnn(-c2nonc2N)c1CN1CCCC1,0.9%,.,.,-10%,.,.,2%,-3%,2.0,70,0.0%,8%,
COC(=O)c1ccc(NC(=S)Nc2ccc3ccccc3c2)cc1,-0.9%,i,5,-8%,24,9,-12%,-10%,-0.9,40,0.1%,35%,
CC(C)=CCCC1=CCC(/C=N/NC(N)=O)C(C)C1 (stereo not given),1.4%,i,-5,-6%,-2,7,18%,15%,1.7,62,0.0%[50 µM],-3%,
Cc1cccc(NC(=O)COC(=O)CCCC2=NS(=O)(=O)c3ccccc3N2)c1,0.7%,.,.,-11%,.,.,-5%,-4%,1.0,68,-0.3%,-11%,
Cc1cccn2c(CN3CCCN(C=O)CC3)c(C(=O)N(C)CCc3ccccc3)nc12,0.1%,i,-7,-2%,.,.,-4%,14%,-0.5,45,0.1%,2%,
Oc1[nH]c2ccccc2c1N=Nc1nc2ccccc2s1,0.6%,i,-19,-3%,12,5,-3%,5%,-0.1,76,1.3%,1%,NS5 inhibitors pilot replicate=-1.2

# Of the compounds above, these have a nitro group on carbon.
SMILES,RSV CPE inhibition,Autophagy HCS,Autophagy HCS cell loss 18 h,LYP inhibition,WT yeast gro inh,WT yeast gro inh mutant strain,AID2073,GPR35 arrestin U2OS,NTR1 ag,NTR1 ag cell count 20 µM,UTI89 phage lysis,NS5 inhibitors,others
CC(C)=Cc1oc2ccc([N+](=O)[O-])cc2c1N1CCOCC1,0.4%,i,2,2%,-13,-12,5%,30%,3.7,50,0.5%,-5%,
CC(C)(C)C1(O)CC(C(F)(F)F)=NN1C(=O)Cc1ccc([N+](=O)[O-])cc1 (stereo not given),21%,i,3,-7%,12,10,-9%,-18%,0.5,50,-0.6%,.,

# The results go on.
SMILES,RSV CPE inhibition,Autophagy HCS,Autophagy HCS cell loss 18 h,LYP inhibition,WT yeast gro inh,WT yeast gro inh mutant strain,AID2073,GPR35 arrestin U2OS,NTR1 ag,NTR1 ag cell count 20 µM,UTI89 phage lysis,NS5 inhibitors,others
Cc1ccccc1NC(=O)COC(=O)Cc1ccsc1,43%,i,16,-10%,.,.,-1%,-3%,1.7,93,0.1%,-6%,
COC(=O)c1[nH]c2ccc(Cl)cc2c1NC(=O)Oc1ccccc1,0.2%,i,12,-7%,67,73,-23%,10%,-2.2,46,1.3%,-14%,
CCN(CC)CCNC(=O)Cn1c(=O)c2cccn2c2ccc(F)cc21,1.7%,.,.,-8%,.,.,7%,2%,0.5,101,-0.2%[50 µM],-1%,
CC(C)C[C@H](NC(=O)c1nc[nH]c1C(=O)N[C@@H](CC(C)C)C(=O)OC(C)(C)C)C(=O)OC(C)(C)C,-5.5%,.,.,15%,.,.,0%,-12%,27,106,5.2%,-5%,
COc1cccc(CNS(=O)(=O)c2cc(CN3C(=O)c4cccnc4C3=O)ccc2OC)c1,-0.3%,.,.,-13%,.,.,-1%,7%,-0.5,56,?,4%,
COc1ccc(CCNC(=O)C2CC(=O)N(c3ccc(C)cc3)C2)cc1OC (stereo not given),0.8%,.,.,-7%,.,.,-15%,10%,-0.6,57,0.1%,10%,
COc1cccc(OCCSc2nc(C)c(Cc3ccccc3)c(=O)[nH]2)c1,-0.1%,i,6,0%,0,13,23%,6%,0.9,50,-0.5%,0%,
COc1cc(NC(=O)CCc2ccccc2)nc(OC)n1,0.2%,i,1,1%,25,-5,1%,0%,-0.1,74,2.3%,0%,
COc1cc(-c2nnc(SCC(=O)N3CCOCC3)o2)cc(OC)c1OC,1.6%,.,.,-5%,.,.,-13%,-3%,-0.9,51,0.1%,-5%,
O=S(=O)(NCc1ccccc1)c1ccc(Br)s1,0.9%,.,.,-10%,.,.,0%,11%,1.2,54,0.9%,-2%,
Cc1ccc(NC(=O)CSc2nnc(CNC(=O)c3ccco3)n2C)cc1C,-2.1%,.,.,.,.,.,.,.,-0.7,55,1.6%[50 µM],2%,
CC(=O)c1ccc2noc(-c3ccccc3)c2c1,5.1%,i,0,-2%,12,-5,11%,12%,-0.1,26,0.5%,8%,
C/C(CCC(C)C)=N\NC(=O)COc1ccccc1-c1ccccc1,.,i,10,-4%,11,-16,6%,-13%,.,.,0.4%,-10%,
Cc1ccc(C)c(OCCC(=O)OCC(=O)NCCc2ccc(S(N)(=O)=O)cc2)c1,3.0%,.,.,.,.,.,.,.,0.3,46,-0.1%[50 µM],5%,
Cc1cccc(-c2nn(-c3ccccc3)cc2C(=O)Nc2cccc(S(=O)(=O)NC3=NCCC3)c2)c1,?,.,.,.,.,.,.,.,1.6,53,0.6%[50 µM],7%,
CCOCCn1c(CN2CCc3ccccc3C2)nc2c1c(=O)n(C)c(=O)n2C,7.3%,.,.,-6%,.,.,3%,15%,0.0,61,1.1%,-7%,
COc1ccc(OC)c(NC(=O)c2cc(S(=O)(=O)N3CCCCC3)c[nH]2)c1,3.0%,.,.,-5%,.,.,13%,0%,-0.7,58,0.1%,-3%,
CN(CC1CCOCC1)C(=O)CC1C(=O)NCCN1Cc1cccc(Oc2ccccc2)c1 (stereo not given),4.0%,i,5,-4%,0,0,-7%,8%,-0.1,28,0.1%,3%,
Cc1ccc(-c2c(C(=O)NCc3ccc(F)cc3)oc(=O)c3ccccc23)cc1,10%,i,11,6%,62*,19*,11%,-10%,13,67,0.1%,2%,
CCOc1ccc(-n2c(-c3ccc(OC)cc3)c[n+]3c2CCCCC3)cc1,-0.1%,i,-2,-2%,12,-2,-8%,-3%,0.1,90,0.1%,-9%,
CC(C)N(Cc1ccccc1)S(=O)(=O)c1ccc(F)cc1,9.0%,.,.,-5%,.,.,1%,-6%,1.4,50,0.0%,1%,
COc1ccccc1NC(=O)C(=O)NCCC1CCCCN1S(=O)(=O)c1ccc(F)cc1 (stereo not given),?,.,.,.,.,.,.,.,1.8,70,0.9%[50 µM],2%,
Cc1ccc(OCC(O)CN2C(=O)NC(C)(C)C2=O)cc1C (stereo not given),1.4%,.,.,-4%,13,1,12%,2%,-2.5,58,0.7%,1%,
CCOC(=O)C1=C(Nc2ccc(Cl)cc2)OCC1=O,1.2%,.,.,-7%,.,.,2%,19%,0.5,43,-0.4%,-2%,

# Of the compounds above, these contain a Cl atom.
SMILES,RSV CPE inhibition,Autophagy HCS,Autophagy HCS cell loss 18 h,LYP inhibition,WT yeast gro inh,WT yeast gro inh mutant strain,AID2073,GPR35 arrestin U2OS,NTR1 ag,NTR1 ag cell count 20 µM,UTI89 phage lysis,NS5 inhibitors,others
Cc1ccc(Cl)cc1NC(=O)c1cnn2c1NC(c1ccco1)CC2C(F)(F)F (stereo not given),8.1%,i,3,-10%,56,31,1%,12%,7.1,52,0.4%,-18%,
COC(=O)c1[nH]c2ccc(Cl)cc2c1NC(=O)Oc1ccccc1,0.2%,i,12,-7%,67,73,-23%,10%,-2.2,46,1.3%,-14%,
CCOC(=O)C1=C(Nc2ccc(Cl)cc2)OCC1=O,1.2%,.,.,-7%,.,.,2%,19%,0.5,43,-0.4%,-2%,
